High-throughput results (PubChem BioAssay)
D2 potentiator – positively modulates the human D2 dopamine receptor allosterically. potentiation, % at 10 µM. 0.34% of 340,000 active. P14416. HEK293 T-REx D2, calcium flux, EC20 dopamine potentiation;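 active = potentiation over 3 SD above the plate norm, cut at about 30% in these data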; also: 0% is about no effect
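Cells plated with tetracycline inducer and held overnight at 30 C; calcium dye loaded 30–90 min at room temperature; baseline taken, compound added and read 180 s; EC20 dopamine then added and read 180 s.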
RXFP1 antagonist – RXFP1 (human) relaxin receptor antagonism. Q9HBX9. HEK293-RXFP1, relaxin-stimulated cAMP HTRF, 30 min; active compounds read low. activity change, negative = inhibition, % at 57.5 µM. 0.59% of 350,000 active. AID 1259400;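 active = activity change of -60% or lower, but not beyond a set lower limit; inconclusive = change between -60% and -40%, or beyond the set limit; inactive = change above -40%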; also: % is scaled to controls: 0 for no effect and ±100 for the full control effect
D1 antag – antagonists of human D1 dopamine receptor; activity change, negative = inhibition, % at 10 µM; AID 504652; P21728; HEK293 TREx D1 cells, calcium flux, dopamine EC80; active compounds read low; 3.2% of 360,000 active; in the data active = activity change below about -30%; also: % is scaled to controls: 0 for no effect and ±100 for the full control effect
Target sequence (P21728 whole entry, looked up): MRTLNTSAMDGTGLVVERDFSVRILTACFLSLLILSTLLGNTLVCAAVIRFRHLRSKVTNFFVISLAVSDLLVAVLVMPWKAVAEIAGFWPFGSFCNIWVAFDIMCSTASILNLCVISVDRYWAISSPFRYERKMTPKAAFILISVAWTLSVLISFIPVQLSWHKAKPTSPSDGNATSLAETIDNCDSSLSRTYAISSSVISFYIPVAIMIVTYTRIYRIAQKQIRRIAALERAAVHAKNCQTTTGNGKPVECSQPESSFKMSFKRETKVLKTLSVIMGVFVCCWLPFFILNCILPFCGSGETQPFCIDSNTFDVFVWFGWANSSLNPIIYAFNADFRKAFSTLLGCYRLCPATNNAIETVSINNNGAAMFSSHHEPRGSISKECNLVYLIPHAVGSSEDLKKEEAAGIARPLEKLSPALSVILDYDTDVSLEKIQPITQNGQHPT
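Tetracycline-induced HEK293 T-REx cells with force-coupled D1 receptor were loaded with a no-wash calcium dye. Compound was added after a 10 s baseline and read kinetically for 180 s; EC80 dopamine was then added and calcium flux followed another 180 s.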
Vif-A3G inh – Vif-A3G binding inhibition; Q9HC16; HeLa A3G-eYFP + Vif (tagged APOBEC3G with the HIV-1 protein that degrades it), YFP fluorescence, overnight; Potency, µM (top dose mostly 46.1 µM), for the others: at the highest dose activity, negative = active, usual class: inhibitors; 0.076% of 410,000 active; AID 602310;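 also: potency is read from the fitted curve at half-maximal effect; % is scaled to controls: 0 for no effect and ±100 for the full control effect; nearly all actives have a fitted effect of over 60% in size; hits raise eYFP signal because A3G escapes Vif-driven loss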
Target sequence (Q9HC16 whole entry, looked up): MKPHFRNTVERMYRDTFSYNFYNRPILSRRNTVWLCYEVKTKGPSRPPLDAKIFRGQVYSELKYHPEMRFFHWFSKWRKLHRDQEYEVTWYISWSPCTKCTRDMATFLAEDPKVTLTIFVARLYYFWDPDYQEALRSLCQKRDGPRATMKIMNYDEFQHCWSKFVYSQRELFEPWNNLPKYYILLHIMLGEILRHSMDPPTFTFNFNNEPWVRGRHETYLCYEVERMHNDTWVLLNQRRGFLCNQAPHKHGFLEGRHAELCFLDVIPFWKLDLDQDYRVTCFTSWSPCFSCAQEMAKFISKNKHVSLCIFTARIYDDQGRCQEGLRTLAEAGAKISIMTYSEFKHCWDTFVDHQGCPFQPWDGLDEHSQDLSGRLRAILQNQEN
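HeLa cells stably expressing Vif and C-terminally eYFP-tagged A3G, seeded overnight at 37 deg C, then exposed to compound by pintool overnight at 37 deg C. Rise in yellow fluorescence (Ex 488/Em 500-530, Acumen) marks blocked Vif-driven A3G degradation.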
RXFP1 agonist – activates the human relaxin receptor RXFP1; Q9HBX9; HEK293T-RXFP1 cAMP TR-FRET, 30 min; response scale: percent of porcine relaxin response, buffer zero; Potency, µM (titrated, usually from 57.5 µM), without a hit: top-dose activation, actives largely listed as activators; 0.3% of 370,000 active; also: potency is read from the fitted curve at half-maximal effect; % is scaled to controls: 0 for no effect and ±100 for the full control effect; nearly all actives have a fitted effect of over 60% in size; many of its hits are not listed in these tables
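Agonist response is measured as cAMP accumulation in an RXFP1-transfected HEK293T line under PDE4 inhibition. Values are scaled between buffer-only and 29 nM porcine relaxin, and EC50s come from standard Hill equation fits.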
Glioma ERSR ind – ER stress response induction in glioma; Potency, µM, without a hit: at the top dose activation, actives largely listed as activators; 0.02% of 420,000 active; U87-MG GRP78 promoter luciferase reporter, 16 h; also: potency is read from the fitted curve at half-maximal effect; series mostly up to about 76 µM; % of control where 0% means no effect; nearly all actives have a fitted effect of over 35% in size
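ERSR induction read as luciferase luminescence (Bright-Glo, 10 min at room temperature) in stably transfected human U87-MG glioma cells exposed to compounds for 16 h, using GRP78 as sensor.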
Vif-APOBEC3F blk – inhibitors of Vif-A3F interaction; HeLa A3F-eYFP + Vif (tagged APOBEC3F with the HIV-1 protein that degrades it), YFP fluorescence increase; Potency, µM (top dose mostly 46.1 µM), for inactives: at the highest dose activity, negative = active; 0.2% of 390,000 active; AID 602313; also: potency is read from the fitted curve at half-maximal effect; % of control where 0% means no effect; nearly all actives have a fitted effect of over 65% in size
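HeLa cells stably expressing Vif plus C-terminally eYFP-tagged A3F were seeded, incubated overnight at 37 deg C, dosed with compound, incubated overnight again at 37 deg C. Yellow fluorescence (Ex 488/Em 500-530) reported blocked Vif-mediated A3F-eYFP degradation.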
D1 PAM – human D1 dopamine receptor positive modulation. P21728. HEK293 TREx D1 cells, calcium flux, dopamine EC20 potentiation. potentiation, % at 10 µM. 0.036% of 360,000 active. AID 504651; in the data active = potentiation above about 30%; also: 0% is about no effect
D1 agonist – activates the human D1 dopamine receptor; 1% of 360,000 active; activation, % at 2 µM; HEK293 T-REx D1 cells, calcium flux, agonist mode; in the data active = activation above about 30%; also: 0% is about no effect
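Tetracycline-induced HEK293 TREx D1 cells, force-coupled to calcium signalling, were dye-loaded with a no-wash calcium kit. Compound was pin-added after a 10 s baseline. Fluorescence was read kinetically at 1 cycle/s for 180 s, with calcium rises flagged as agonism.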
* = called active by the depositor; ? = inconclusive; . = not tested or not shown. Unless noted, calls follow the shape of the dose curve; as a rule, active = well fitted curve in the direction sought with a large enough effect; inconclusive = small, poorly fitted or top-dose-only effect, or another doubt; inactive = no such curve, though single readings can be large; an effect the other way counts as inactive or inconclusive.

SMILES	D2 potentiator	RXFP1 antagonist	D1 antag	Vif-A3G inh	RXFP1 agonist	Glioma ERSR ind	Vif-APOBEC3F blk	D1 PAM	D1 agonist
CN1CCN(C/C(=C2/N=C(c3ccccc3)OC2=O)N(C)C)CC1	11	-1	-3	4%	-2.5%	-2%	1%	-1	6
CCN1CCN(C(=O)c2cc3cc4ccc(OC)cc4nc3s2)CC1	7	24	.	5%	-0.3%	7%	-3%	-1	0
Cc1ccc(-c2nnc(SCC(=O)N3c4ccccc4NC(=O)C3(C)C)n2N)cc1	-7	0	-17	-5%	0.1%	-9%	-11%	-8	3
CCOc1ccc(Nc2oc(Cc3ccccc3)nc2C#N)cc1	-10	-20	15	-4%	-0.1%	6%	-10%	-3	-4
CCN(CC)S(=O)(=O)c1cccc(C(=O)N2CC(O)CC2C(=O)OC)c1 (configuration not stated)	7	0	0	-4%	0.6%	-10%	-8%	3	3
Cc1cc(=O)[nH]c(N/N=C/c2ccc(-c3ccc([N+](=O)[O-])cc3)o2)n1	11	-1	14	-5%	-2.5%	-1%	2%	-1	3
COc1ccc(-c2nnc(OC)c3ccccc23)cc1	12	4	-6	-4%	-0.7%	-2%	-2%	4	3
COc1cccc(NC(=O)Cn2c(=O)n(CC3CCCO3)c(=O)c3ccccc32)c1 (configuration not stated)	1	-3	2	-1%	-2.2%	-5%	0%	-4	5
CCc1ccccc1N1C(=O)CC(N2CCc3ccccc32)C1=O (configuration not stated)	7	?	-13	-7%	0.6%	-2%	-17%	1	1
CCOC(=O)C1CCN(Cc2cccc(Oc3ccccc3)c2)CC1	.	-4	-7	-4%	-2.1%	-2%	1%	-1	-4
COc1ccc(O)c(C(=O)c2cnn(S(=O)(=O)c3ccc(C)cc3)c2)c1	0	21	-21	0%	-0.4%	4%	-8%	-6	28
Cc1ccc(CN2CCNC(=O)C2CC(=O)NC2CCCCCC2)o1 (configuration not stated)	-8	-2	-3	1%	-0.4%	-5%	1%	-5	1
CCOC(=O)c1c(-c2ccco2)csc1NC(=O)COC(=O)c1cnccn1	13	-19	17	-5%	-1.5%	-5%	-19%	2	0
Cc1ccc(NS(=O)(=O)c2c(C)nc3sc(C)cn3c2=O)c(C)c1	3	-1	-3	5%	0.1%	-4%	-7%	-1	6
Cc1ccc(NC(=O)Nc2cccs2)cc1	0	-21	-13	-18%	0.8%	2%	-8%	-4	11
C#CCn1cc2c(c1-c1ccccc1)c(=O)n(C)c(=O)n2C	.	12	.	-3%	.	-2%	-7%	.	.
O=C(Nc1ccc2c(c1)OCCO2)c1cnccn1	15	-18	-4	-4%	1.0%	-4%	1%	0	-2
CN(Cc1ccno1)Cc1cn(C)nc1-c1ccc(Oc2ccccc2)cc1	1	-18	-2	1%	-1.2%	-1%	-1%	2	0
CCc1ccc2c(c1)C(=O)CCC2	.	-2	.	-3%	.	-3%	-6%	.	.
COc1cc2c(cc1NC(=O)C(Cl)Cl)-c1ccc(NC(=O)C(Cl)Cl)cc1C2	.	-16	.	-20%	.	-9%	7%	.	.

A different layout for 4 compounds above:
COc1cc2c(cc1NC(=O)C(Cl)Cl)-c1ccc(NC(=O)C(Cl)Cl)cc1C2
  D2 potentiator: . | RXFP1 antagonist: -16 | D1 antag: . | Vif-A3G inh: -20% | RXFP1 agonist: . | Glioma ERSR ind: -9% | Vif-APOBEC3F blk: 7% | D1 PAM: . | D1 agonist: .
CCOc1ccc(Nc2oc(Cc3ccccc3)nc2C#N)cc1
  D2 potentiator: -10 | RXFP1 antagonist: -20 | D1 antag: 15 | Vif-A3G inh: -4% | RXFP1 agonist: -0.1% | Glioma ERSR ind: 6% | Vif-APOBEC3F blk: -10% | D1 PAM: -3 | D1 agonist: -4
Cc1ccc(NS(=O)(=O)c2c(C)nc3sc(C)cn3c2=O)c(C)c1
  D2 potentiator: 3 | RXFP1 antagonist: -1 | D1 antag: -3 | Vif-A3G inh: 5% | RXFP1 agonist: 0.1% | Glioma ERSR ind: -4% | Vif-APOBEC3F blk: -7% | D1 PAM: -1 | D1 agonist: 6
CCc1ccc2c(c1)C(=O)CCC2
  D2 potentiator: . | RXFP1 antagonist: -2 | D1 antag: . | Vif-A3G inh: -3% | RXFP1 agonist: . | Glioma ERSR ind: -3% | Vif-APOBEC3F blk: -6% | D1 PAM: . | D1 agonist: .

More entries:
SMILES	D2 potentiator	RXFP1 antagonist	D1 antag	Vif-A3G inh	RXFP1 agonist	Glioma ERSR ind	Vif-APOBEC3F blk	D1 PAM	D1 agonist
COCCN1Cc2cccc(C(=O)Nc3cc(OC)ccc3OC)c2C1=O	20	0	0	0%	-1.1%	0%	-1%	0	1
Cc1ccc(OCCSc2nc(N)cc(N)n2)cc1	-5	-7	-11	1%	-2.3%	6%	2%	0	1
O=C(CSc1nnc(CNC(=O)c2ccccc2F)o1)NCc1ccco1	3	8	-4	0%	0.7%	-6%	-5%	-6	4
CC1CCN(C(=O)CNC(=O)Cc2ccccc2)CC1	-3	.	6	2%	-0.4%	5%	3%	8	1
O=C(NCCS(=O)(=O)N1CCN(c2ccccc2F)CC1)c1ccccc1C(F)(F)F	-7	-3	2	1%	-1.3%	-2%	13%	-1	8
CCOc1ccccc1CNC(=O)CN1C(=O)C2CCCCN2c2ccc(C(=O)N(C)C)cc21 (configuration not stated)	.	2	-10	-3%	0.4%	-2%	-13%	-4	0
Cc1ccccc1C1c2[nH]c3ccccc3c2CCN1C(=O)c1ccc(=O)n(C)n1 (configuration not stated)	6	-5	-2	-1%	-0.1%	7%	-9%	5	6
CNC(=O)C(=O)Nc1cc2c3c(c1)CCN3C(=O)CC2	7	9	-2	1%	0.1%	-2%	4%	-9	1
Cc1cc(S(=O)(=O)N2CCCCC2CCNC(=O)C(=O)NCC2CCCO2)ccc1F (configuration not stated)	9	-4	-2	0%	-0.7%	-1%	0%	-2	4
CCCCN1CCN=C1N(C)C	.	.	7	-5%	-0.3%	-3%	-1%	-9	0
Cn1c(SCC(=O)N2CCOCC2)nnc1-c1ccco1	-7	-4	-14	0%	-0.7%	9%	-2%	7	2
O=C(Nc1nc(-c2ccc3c(c2)Cc2ccccc2-3)cs1)c1ccccc1	17	5	10	-1%	11%	-3%	6%	-5	3
O=c1oc(CCCO)cc2ccc(/C=C/c3cccc([N+](=O)[O-])c3)cc12	10	.	.	-5%	0.2%	2%	0%	2	3
COc1ccc(OC)c(CNS(=O)(=O)c2ccc(-c3coc(C)n3)cc2)c1	-6	.	-10	-1%	-2.3%	-4%	4%	-3	10
COc1ccc(NC(=O)c2nn(C)c3c2CSc2ccc(C)cc2-3)cc1OC	-5	-10	-15	-2%	1.5%	-1%	0%	0	0
CC(=O)c1ccc(NC(=O)CSc2cn(CC(=O)N3CCCCC3)c3ccccc23)cc1	2	-16	-22	1%	10%	-1%	-3%	-5	8
Cc1csc2nc(-c3cccc(NC(=O)c4cccc(F)c4)c3)cn12	-5	.	3	-6%	-0.5%	-4%	1%	1	-1
O=C1CNC(=S)N1CCOc1ccccc1	4	-13	3	1%	1.3%	0%	3%	2	3
Cc1ccccc1S(=O)(=O)c1c(C)cc(C)n(CC(C)C)c1=O	1	-10	-26	0%	3.1%	-6%	4%	-2	9
COc1cc(Nc2ncnc(N)n2)cc(OC)c1OC	-1	-5	-2	-1%	-0.3%	-1%	8%	-1	0

3 entries already listed, ordered by the value under Glioma ERSR ind, largest number first.
SMILES | D2 potentiator | RXFP1 antagonist | D1 antag | RXFP1 agonist | Glioma ERSR ind | D1 PAM | D1 agonist
CC(=O)c1ccc(NC(=O)CSc2cn(CC(=O)N3CCCCC3)c3ccccc23)cc1 | 2 | -16 | -22 | 10% | -1% | -5 | 8
O=C(NCCS(=O)(=O)N1CCN(c2ccccc2F)CC1)c1ccccc1C(F)(F)F | -7 | -3 | 2 | -1.3% | -2% | -1 | 8
CCCCN1CCN=C1N(C)C | . | . | 7 | -0.3% | -3% | -9 | 0

Next records.
SMILES	D2 potentiator	RXFP1 antagonist	D1 antag	Vif-A3G inh	RXFP1 agonist	Glioma ERSR ind	Vif-APOBEC3F blk	D1 PAM	D1 agonist
COC(=O)[C@H](CCSC)NC(=O)N1CCN(Cc2ccccc2)CC1	2	-5	2	6%	2.0%	-5%	0%	1	2
O=C(/C=C/c1cccs1)Nc1ccc(Br)cn1	-21	-4	8	?	-0.1%	2%	-27%	-4	2
Nn1c(SCC(=O)N2CCOCC2)nnc1-c1ccccc1Cl	-1	-4	-11	-2%	3.4%	-1%	-6%	0	4
CCc1ccc(CNC(=O)CN(c2ccc(C)cc2)S(=O)(=O)N(C)C)cc1	4	.	6	0%	3.1%	0%	0%	-2	-2
Cn1cccc1Cc1nnc(SCC(=O)NCc2ccc(F)cc2)n1-c1ccc(F)cc1	-11	3	-1	-6%	0.2%	0%	-3%	1	3
CC(C)C[C@H](NC(=O)OC(C)(C)C)C(=O)NCC1CCC(C(=O)N[C@@H](Cc2ccccc2)C(=O)O)CC1 (some centres not stated)	-2	8	4	0%	4.6%	-4%	2%	-3	2
O=C1CCC(CCC(=O)N2CCCC(C(=O)c3ccc(Cl)cc3)C2)=NN1 (configuration not stated)	4	-3	-3	-1%	1.4%	-1%	1%	1	2
CCOc1ccc(C2Sc3ccccc3NC3=C2C(=O)OC3)cc1 (configuration not stated)	7	-1	-14	-6%	-1.9%	6%	-8%	-3	2

Copied from the list:
In RXFP1 agonist, `O=C(/C=C/c1cccs1)Nc1ccc(Br)cn1` is listed with -0.1%
In D1 antag, `O=C1CCC(CCC(=O)N2CCCC(C(=O)c3ccc(Cl)cc3)C2)=NN1` (configuration not stated) is listed with -3
In RXFP1 antagonist, `CCOc1ccc(C2Sc3ccccc3NC3=C2C(=O)OC3)cc1` (configuration not stated) is listed with -1
In Vif-A3G inh, `Nn1c(SCC(=O)N2CCOCC2)nnc1-c1ccccc1Cl` is listed with -2%
In RXFP1 antagonist, `COC(=O)[C@H](CCSC)NC(=O)N1CCN(Cc2ccccc2)CC1` is listed with -5

These rows are one share of the data (hit frequency here may not be typical).
